Bioassay records (PubChem BioAssay)
hIAP activ – human IAP activation. P09923. purified human IAP, CDP-Star luminescence, 30 min; hits give high values; 1 = vehicle-only enzyme, 0 = enzyme-free background. activation factor at 10 µM. actives 0.16% (n = 330,000). AID 2524;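 active means activation factor of the enzyme at least 2-fold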; further: the source names both 10 and 20 µM as test concentration; values of inactives mirror those of a sister screen read the other way
GRIN3A LBD mod – modulates the human NR3A ligand-binding domain | NR3A LBD differential scanning fluorimetry, Tm shift; 0% = protein alone, 100% = glycine-bound protein | Tm shift relative to glycine control, % at 25 µM | actives 2.5% (n = 340,000) | AID 1259313;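 active means melting temperature shift of at least 10% of the positive control shift, at one fixed dose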
ATG4B inhibitor – inhibitors of human ATG4B cysteine protease. inhibition, % at 8.33 µM. actives 0.51% (n = 340,000). ATG4B cleavage of LC3-PLA2, NBD-HPC fluorescence, 1 h; in the data active means inhibition above about 40%
Target sequence (Q9Y4P1 whole entry, looked up): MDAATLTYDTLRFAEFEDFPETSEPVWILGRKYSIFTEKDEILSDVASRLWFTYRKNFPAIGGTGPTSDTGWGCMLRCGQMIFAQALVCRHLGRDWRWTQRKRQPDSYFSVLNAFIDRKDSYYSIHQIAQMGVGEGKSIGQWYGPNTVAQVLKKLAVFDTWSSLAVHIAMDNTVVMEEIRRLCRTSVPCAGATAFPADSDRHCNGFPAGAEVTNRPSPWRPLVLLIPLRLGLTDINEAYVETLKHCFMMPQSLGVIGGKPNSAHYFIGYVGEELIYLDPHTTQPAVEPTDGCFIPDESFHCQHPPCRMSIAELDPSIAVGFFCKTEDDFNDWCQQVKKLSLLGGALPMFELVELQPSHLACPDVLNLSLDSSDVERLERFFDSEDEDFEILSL
SENP6 inh – blocks the human protease SENP6; Q9GZR1; Recombinant SENP6 catalytic domain, aminoluciferin luminescence; actives 1.8% (n = 330,000); inhibition, % at 10 µM;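 active means inhibition above about 50% at the single tested dose, limit read from the data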;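 further: plate controls were DMSO wells with enzyme for no effect and DMSO wells lacking enzyme for full effect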
Target sequence (Q9GZR1 628-1112 limits assumed): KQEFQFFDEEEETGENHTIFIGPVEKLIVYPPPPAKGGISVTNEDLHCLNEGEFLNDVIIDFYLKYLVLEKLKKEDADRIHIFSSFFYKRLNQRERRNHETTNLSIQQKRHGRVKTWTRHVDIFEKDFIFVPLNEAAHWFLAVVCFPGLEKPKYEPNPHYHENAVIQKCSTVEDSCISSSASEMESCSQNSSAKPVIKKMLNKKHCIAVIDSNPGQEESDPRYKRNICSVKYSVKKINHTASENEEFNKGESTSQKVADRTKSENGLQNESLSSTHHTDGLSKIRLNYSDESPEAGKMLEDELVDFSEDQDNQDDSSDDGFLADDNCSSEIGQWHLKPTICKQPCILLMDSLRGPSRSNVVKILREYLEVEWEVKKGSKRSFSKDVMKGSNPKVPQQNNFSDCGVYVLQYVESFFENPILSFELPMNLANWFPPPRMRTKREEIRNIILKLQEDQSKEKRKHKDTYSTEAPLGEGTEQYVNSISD
SENP8 inh – blocks human SENP8 cleavage of Nedd8 substrate; Q96LD8; recombinant SENP8, Nedd8 substrate fluorescence; inhibition, % at 20 µM; actives 0.64% (n = 360,000); AID 602440; in the data active means inhibition mostly above about 40%, no sharp cut-off; inactive means mostly below about 27%
PfGluPho inh – PfG6PD (Plasmodium falciparum) enzyme inhibition; PfGluPho enzyme, NADPH resazurin-diaphorase fluorescence; inhibition, % at 20 µM; actives 0.78% (n = 350,000); AID 504690;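 active means inhibition reaching at least a set limit at 20 µM in the primary screen, cut at about 59% in these data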;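 further: 0% = DMSO wells with substrate and 100% = DMSO wells lacking glucose-6-phosphate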
SENP1 FRET inh – blocks the human SENP1 SUMO protease catalytic domain; inhibition, % at 10 µM; recombinant SENP1 catalytic domain, CyPet-SUMO1-YPet FRET cleavage; AID 624204; actives 0.21% (n = 360,000);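 active means inhibition at least 30% at 10 µM, raw YFP signal under a set limit, fluorescence ratio 0.5 to 1.5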;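 further: 0% = enzyme with DMSO and 100% = no enzyme wells; some results filed as inactive read as strong as hits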
Target sequence (Q9P0U3 419-644 limits assumed): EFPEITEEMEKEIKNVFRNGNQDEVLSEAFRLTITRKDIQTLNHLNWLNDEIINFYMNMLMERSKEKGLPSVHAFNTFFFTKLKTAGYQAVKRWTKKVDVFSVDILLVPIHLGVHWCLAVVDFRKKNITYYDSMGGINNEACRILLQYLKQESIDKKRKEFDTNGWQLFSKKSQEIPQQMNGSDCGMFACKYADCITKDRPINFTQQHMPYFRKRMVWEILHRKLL
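Controls: no-enzyme wells low, DMSO-plus-enzyme wells high control. Test system: human recombinant His6-tagged SENP1 catalytic domain enzyme. Reagent: SFCypet-SUMO1-SFYpet FRET protein substrate, 25 nM final. Doses: one dose per compound, 10 µM, 0.5% DMSO. Detection: FRET, CFP and YFP emission. Timing: 50 min reaction at room temperature.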
MPTP block – inhibitors of mitochondrial permeability transition pore; isolated mouse mitochondria, Ca2+ swelling absorbance, 30 min; inhibition, % at 10 µM; actives 1.4% (n = 360,000); AID 602449;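 active means inhibition of 50% or more, scaled per plate between neutral and stimulator controls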;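 further: 0% = DMSO wells given calcium and 100% = 1 mM EGTA wells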
Starred values were filed as active, the others as inactive; . = not tested or not shown.

SMILES	hIAP activ	GRIN3A LBD mod	ATG4B inhibitor	SENP6 inh	SENP8 inh	PfGluPho inh	SENP1 FRET inh	MPTP block
CC(=O)Nc1ccc(S(=O)(=O)N/N=C/c2ccc(C)s2)cc1	0.98	0	6	-6	15	-15	1	-1.6
Clc1ccc(/C(Cc2nc3ccccc3[nH]2)=N\Nc2ccccc2)cc1	0.93	6	6	-6	-322	4	-78	86*
O=c1c2ccccc2nc2c3ccccc3c(NCc3cccnc3)nn12	0.94	-1	3	-16	-45	-19	4	-1.8
Cn1c(=O)c2c(ncn2CC(=O)OCC(=O)c2ccc(F)c(F)c2)n(C)c1=O	1	0	6	4	-4	-26	2	2.1
NC(=O)C1CCN(C(=O)c2cc3c(s2)CCCC3)CC1	1.1	1	9	-9	-6	-2	1	-0.3
COc1ccc(CCNC(=O)C(C(=O)c2ccccc2)n2ccccc2=O)cc1OC (configuration not stated)	0.86	3	-2	-5	7	0	0	1.1
Cc1ccc(-n2ncc3c(=O)n(CC#N)cnc32)cc1	0.88	-2	7	-1	4	2	-16	0.8
CCOC(=O)C1(Cc2ccc(Cl)cc2)CCN(C(C)Cc2ccc(O)c(OC)c2)CC1 (configuration not stated)	1	-3	1	6	8	-4	1	95*
CCN(CC(=O)Nc1ccc(NC(C)=O)cc1)C(=O)Cc1ccc(Cl)c(Cl)c1	1.1	-1	5	-3	2	-12	-1	1.8
CNC(=O)c1sc2nc(-c3ccc(OC)cc3)cn2c1C	1.1	-5	-11	-10	7	51	-5	-2.3
CN(C)C(CNC(=O)c1cc(Br)ccc1Cl)c1ccco1 (configuration not stated)	0.89	2	-12	-14	2	11	-5	1.9
Cc1cc(C)c2nc(SCC(=O)N3CCCCC3)c(C#N)cc2c1	.	5	-5	.	-19	2	2	1.8
Cc1cc(NC(=O)c2ccc3c(c2)C(=O)N(Cc2ccccc2)C3=O)no1	0.95	2	14	-2	8	-25	0	0.6
CCOC(=O)c1sc(NC(=O)CSc2nncn2C)nc1C	0.94	-1	3	18	14	-3	-9	-0.5
Cc1ccc(CNC(=O)CSc2ccc(-c3cccs3)nn2)cc1	1	-2	-4	-17	12	33	4	-0.2
Cc1cc2c(NCC(C)O)ncnc2s1 (configuration not stated)	1.1	3	10	-13	17	-4	3	-2.2
CCn1c(Cc2cccc3ccccc23)nnc1SCC(=O)Nc1nccs1	0.91	-5	8	12	22	0	1	0.1
CCOC(=O)c1c(NC(=O)C2C3CCC(O3)C2C(=O)O)sc2c1CCC(CC)C2 (configuration not stated)	1	0	-6	-6	-111	-15	1	-1.0
CCOc1ccc(S(=O)(=O)N2CCCCC2)cc1NC(=O)c1ccccc1	.	3	-4	.	3	6	-1	0.2
CC(C)c1nnc(NC(=O)CCC(=O)NCc2cccs2)s1	0.94	-2	-4	-5	17	1	1	-0.9
Cc1ccc(/C=C(\C#N)C(=O)Nc2c(C)cccc2C)s1	1.1	-1	6	7	8	2	25	0.6
COc1cc(N2CCCC2)c(OC)cc1/C=C(/C#N)c1cccc(Br)c1	.	4	-10	.	75*	26	-19	1.4
COc1ccc(OC)c(-c2csc(NC(=O)C3COc4ccccc4O3)n2)c1 (configuration not stated)	1	-5	6	-4	10	-2	2	0.4
CCOC(=O)Cn1nc(C)c(NC(=O)COc2ccc(F)cc2F)c1C	1.3	.	.	7	17	.	1	9.3
NC(=O)c1ccc(SCC(=O)OCC(=O)NCc2ccco2)c([N+](=O)[O-])c1	0.95	0	-3	-7	-4	12	-4	-1.4

Among those listed so far, these contain bromine.
SMILES	hIAP activ	GRIN3A LBD mod	ATG4B inhibitor	SENP6 inh	SENP8 inh	PfGluPho inh	SENP1 FRET inh	MPTP block
CN(C)C(CNC(=O)c1cc(Br)ccc1Cl)c1ccco1 (configuration not stated)	0.89	2	-12	-14	2	11	-5	1.9
COc1cc(N2CCCC2)c(OC)cc1/C=C(/C#N)c1cccc(Br)c1	.	4	-10	.	75*	26	-19	1.4

Other results:
SMILES	hIAP activ	GRIN3A LBD mod	ATG4B inhibitor	SENP6 inh	SENP8 inh	PfGluPho inh	SENP1 FRET inh	MPTP block
CCOc1cc(N2CCOCC2)c(OCC)cc1NC(=O)c1cc(C)cc(C)c1	1.2	0	-9	-25	5	13	3	1.3
S=C1NC2=C(CCCC2)C2(CCCCC2)N1	0.89	0	-6	5	25	5	0	-1.5
Cc1ccccc1C(=O)N/N=C/c1ccc(OCC(=O)N2CCCCC2)cc1	1.1	-1	-8	12	3	-24	0	0.4
CCOc1ccc(CCNC(=O)COC(=O)c2ccc(OC)c(OC)c2OC)cc1OCC	1	-1	-4	-10	14	-13	-1	2.2
O=C(NNC(=O)c1cccs1)c1cccc(F)c1	1.2	-3	4	-18	3	-1	2	-1.4
CC1(C)Cc2cccc(OCC(=O)NCCOc3ccccc3)c2O1	1	0	-7	0	10	22	0	0.0
COc1cccc(/C=C/C(=O)OCC(=O)c2c[nH]c3ccccc23)c1OC	0.93	4	12	11	-351	18	1	1.8
CNC[C@H]1Oc2ccc(NC(=O)Nc3ccc(OC)cc3)cc2C(=O)N([C@@H](C)CO)C[C@H]1C	1	-4	-4	-28	.	17	.	.
O=C(COc1ccccc1[N+](=O)[O-])Nc1ccc2oc(=O)ccc2c1	1.3	-22	-11	10	-4	2	1	-1.4
OCCCc1ccc(O)c(O)c1	0.91	1	-19	2	-2	16	-2	0.2
CCCCOCCCNc1ncnc2c1[nH]c1ccccc12	1	-7	22	-1	-290	13	-14	92*
CC(C)(C)NC(=O)NC(=O)CSc1ncn[nH]1	0.89	-1	-7	3	12	-19	1	-0.1
COc1ccc(N(Cc2cc3ccc(C)cc3[nH]c2=O)C(=O)C2CCCO2)cc1 (configuration not stated)	1.1	0	-3	-4	-36	12	0	0.4
O=C1CN(C(=O)COc2c(F)c(F)cc(F)c2F)c2ccccc2N1	1.1	0	-1	-18	8	12	0	-1.0
O=C(NCC1CCCO1)c1cc(-c2ccccc2)nc2ccccc12 (configuration not stated)	0.94	-1	6	-5	-22	1	0	1.9
CCN1CCOC(CC(=O)Nc2cccc([N+](=O)[O-])c2)C1=O (configuration not stated)	0.98	-1	10	3	29	-1	2	0.2
CCc1ccc2[nH]c(=O)c(CN(Cc3ccc(OC)cc3)Cc3nnnn3CCOC)cc2c1	.	0	-12	.	-106	7	-5	-2.9
COCCN(C(=O)COC(=O)c1cccnc1Cl)c1c(N)n(Cc2ccccc2)c(=O)[nH]c1=O	1	-3	-3	-4	3	4	-2	-1.4
CCOC(=O)CCNC(=O)c1ccccc1Br	1	-1	-11	-4	15	0	2	1.7
COCCn1c(/C=C/c2ccccc2)nc2ccccc21	0.97	1	6	-7	-480	44	-1	0.6
O=C(Cc1ccccc1)NCC(=O)Nc1ccc(OC(F)(F)F)cc1	0.89	-1	2	-7	15	-15	1	0.9
O=C(CNc1n[nH]c(=O)[nH]c1=O)N/N=C/C=C/c1ccccc1	0.92	0	-6	-10	29	8	-1	-0.6
O=C(Nc1ccc(NC(=O)c2ccco2)cc1)c1ccco1	0.76	5	1	8	6	-7	1	1.1
Cn1cc(-c2cccc(C(F)(F)F)c2)cc(C#N)c1=O	0.96	1	3	7	-284	0	0	1.7
O=C(NCC(F)(F)F)N1CCOCC1	0.95	0	-2	14	14	-6	1	-1.3

Other entries
SMILES	hIAP activ	GRIN3A LBD mod	ATG4B inhibitor	SENP6 inh	SENP8 inh	PfGluPho inh	SENP1 FRET inh	MPTP block
Cc1ccc(-c2nnn(CC(=O)N3CCCCC3)n2)o1	1.1	4	0	-16	4	-2	2	1.0
CC(Sc1ccccc1)C(=O)N/N=C/c1ccccc1 (configuration not stated)	0.86	0	-8	-6	27	77*	0	2.3
Cc1ccc(SCC(=O)OCC(=O)NCCCc2ccccc2)cc1	0.98	4	8	-1	2	7	4	-1.2
O=C(CSCc1ccc(Cl)cc1)N/N=C/c1ccc(Cl)cc1Cl	0.89	1	1	17	17	44	1	15
O=C(CCN1CCN(CCO)CC1)Nc1cccc(Br)c1	0.91	-1	1	-7	19	-5	0	0.1
O=C(NCc1ccccc1)c1ccc(Br)cc1	1	0	0	-10	-3	0	2	-0.1
CSc1nc2cc(Oc3cccc(Cl)c3Cl)c(Cl)cc2[nH]1	1.2	-7	65*	4	6	12	1	4.2
NNC(=S)NCc1ccc2c(c1)OCO2	1.1	-1	6	-28	20	18	3	0.1
CCC(C)(C)NC(=O)C(c1ccccc1Cl)N(Cc1cccnc1)C(=O)CCC(=O)Nc1cc(C)on1 (configuration not stated)	1.2	0	-5	-10	18	2	-1	-1.4
O=C(Nc1cccc(F)c1)N1CCCCCC1	0.95	5	-3	-7	8	1	1	-0.6
CSCCC(NS(=O)(=O)c1ccc2c(c1)OCCO2)C(=O)NCCc1ccccn1 (configuration not stated)	1.1	1	-14	-12	29	3	1	-0.5
COc1ccc2nc(SCC(=O)NC3CCCc4ccccc43)[nH]c2c1 (configuration not stated)	1.2	-1	-5	-15	14	17	2	4.2
Cc1oc2cc3oc(=O)c(CCC(=O)NCc4ccccn4)c(C)c3cc2c1C	1.2	-2	-13	-13	-160	8	-5	-0.1
Cc1cc(Br)ccc1NC(=O)CNC(=O)CN1C(=O)NC2(CCCCCC2)C1=O	1.1	-2	-3	1	2	-4	4	1.6
COc1ccc(-n2c(NC(=O)c3ccco3)c(C#N)c3nc4ccccc4nc32)cc1	1	0	18	97*	-251	15	-22	3.3
COc1ccccc1CN1CC(C(=O)N(C)CCCn2nc(C)cc2C)CCC1=O (configuration not stated)	0.98	-1	3	-1	1	-16	-1	1.3
O=C(Nc1ccc2c(c1)CCC2)c1cccc(S(=O)(=O)N2CCN(c3ccc(F)cc3)CC2)c1	1	2	-5	-3	11	-8	1	-0.9
COc1ccc(N=c2oc3c(OC)cccc3cc2C(=O)NCc2ccco2)c(OC)c1	0.9	2	-7	-8	-15	6	0	4.6
CCC(C)NC(=O)CN(c1cc(C)ccc1OC)S(C)(=O)=O (configuration not stated)	0.88	-1	15	-4	9	-12	0	-0.6
S=C(NCCc1ccc(Cl)cc1)NC1CCCCC1	0.9	4	32	-16	8	5	-2	34
CN1c2ccccc2Oc2nnc(N3CCN(Cc4ccccc4)CC3)cc21	1.1	-4	0	27	-418	5	-6	-0.4
COc1ccccc1NS(=O)(=O)c1cc(NC(=O)CNC(=O)c2cc(C)cc(C)c2)ccc1C	0.94	-7	-16	-6	15	-1	2	6.0
CCn1c2ccccc2c2nnc(SCC(=O)NCc3cccs3)nc21	0.92	1	4	-7	10	8	3	0.0
C=CCSC1=C(C#N)C(c2ccccc2Cl)CC(=O)N1 (configuration not stated)	1.2	2	1	-3	4	-6	-1	-1.6
CCOc1ccccc1NC(=O)c1ccc(-n2cncn2)nc1	1	-1	-1	-10	-27	-13	-1	0.8

Some of these compounds in order of the ATG4B inhibitor value, high to low.
compound	ATG4B inhibitor
CCOc1ccccc1NC(=O)c1ccc(-n2cncn2)nc1	-1
O=C(Nc1ccc2c(c1)CCC2)c1cccc(S(=O)(=O)N2CCN(c3ccc(F)cc3)CC2)c1	-5
CSCCC(NS(=O)(=O)c1ccc2c(c1)OCCO2)C(=O)NCCc1ccccn1 (configuration not stated)	-14

Further structures follow.
SMILES	hIAP activ	GRIN3A LBD mod	ATG4B inhibitor	SENP6 inh	SENP8 inh	PfGluPho inh	SENP1 FRET inh	MPTP block
CCCCCn1c(=NC(C)=O)c(C#N)cc2c(=O)n3ccccc3nc21	0.87	3	1	1	-317	-5	-27	-0.4
CCOC(=O)c1ccccc1NC(=O)COC(=O)CN1C(=O)C2CC=CCC2C1=O (configuration not stated)	1	-1	3	-3	-6	-3	-5	-0.5
O=C(COC(=O)c1cc(-c2cccs2)nn1-c1ccccc1)Nc1ccc(Cl)c([N+](=O)[O-])c1	0.84	-1	-1	1	34	2	3	2.2
COc1ccccc1NC(=O)Cn1c(=O)c(N(C)C)c(N)n(C)c1=O	0.86	-3	5	-21	15	3	4	-0.2
O=C(NCc1ccco1)c1ccc2ccccc2n1	0.91	-2	-9	-15	-1	0	0	-0.3
COc1ccc(/C=N/NC(=O)CSc2nnc(C)n2-c2ccccc2)c(OC)c1OC	1	-1	-4	-13	24	-15	2	3.8
